Assay outcomes from PubChem.
LmPK inh = blocks Leishmania mexicana pyruvate kinase activity; Potency, µM (series often up to 57.5 µM), inactives show top-dose activity change, negative = inhibition, hits mostly inhibitors; purified LmPK, Kinase-Glo ATP luminescence, 1 h; 290,000 compounds, 0.37% hits; note: potency is the fitted concentration of half-maximal effect
Target sequence (Q27686 whole entry, looked up): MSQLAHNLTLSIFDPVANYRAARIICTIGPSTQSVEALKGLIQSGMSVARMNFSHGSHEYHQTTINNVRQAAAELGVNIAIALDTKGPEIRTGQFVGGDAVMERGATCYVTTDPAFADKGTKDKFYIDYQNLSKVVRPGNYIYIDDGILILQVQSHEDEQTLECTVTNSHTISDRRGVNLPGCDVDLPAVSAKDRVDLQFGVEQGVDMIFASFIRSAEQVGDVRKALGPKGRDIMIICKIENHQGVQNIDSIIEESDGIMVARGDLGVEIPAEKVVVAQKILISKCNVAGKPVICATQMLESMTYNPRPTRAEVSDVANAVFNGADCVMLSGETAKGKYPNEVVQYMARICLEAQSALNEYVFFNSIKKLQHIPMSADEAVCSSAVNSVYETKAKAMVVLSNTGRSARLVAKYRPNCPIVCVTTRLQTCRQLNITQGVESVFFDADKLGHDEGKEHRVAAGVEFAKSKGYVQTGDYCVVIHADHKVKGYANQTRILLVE
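Purified LmPK (0.1 nM) with 0.5 mM PEP and 0.1 mM ADP in imidazole buffer pH 7.2 with MgCl2/KCl, 1 h at room temperature. ATP formed was read by luciferase luminescence and normalized to no-enzyme and uninhibited controls.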
Tb PYK inh = blocks Trypanosoma brucei pyruvate kinase. 410,000 compounds, 0.12% hits. Q57TT1. Potency, µM (doses to about 76.8 µM), for the others: at the highest dose activity, negative = inhibition, hits mostly inhibitors. TbPYK enzyme, Kinase-Glo Plus ATP luminescence, 45 min; note: potency is the fitted concentration of half-maximal effect; nearly all actives have a fitted effect of over 50% in size
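Glycolytic pyruvate kinase of T. brucei was incubated with substrate, test compound and 130 uM ADP for 45 minutes at room temperature. Luminescent Kinase-Glo Plus signal was measured after 10 minutes.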
HCMV inh = inhibitors of human cytomegalovirus; activity change, negative = inhibition, % at 57.5 µM; HFF cells, HCMV-luciferase reporter, 72 h; active compounds read low; 410,000 compounds, 4.5% hits; in the data active = activity change below about -60%; inconclusive = no clear call, values can overlap the other calls; inactive = above about -39%
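Cell-based, HFFs, 1000 cells/well, 16 h 37C; cpds in DMSO + HCMV-luc, MOI 1 PFU/cell; 72 h 37C; OneGlo luminescence after 5 min RT; norm. to buffer vs Salinomycin 10uM.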
AmpC inh detg = blocks E. coli AmpC beta-lactamase in detergent assay; 370,000 compounds, 0.041% hits; AID 485294; Potency, µM (titrated, usually from 114 µM), for inactives: at the top dose activity change, negative = inhibition, hits mostly inhibitors; P00811; AmpC hydrolysis of nitrocefin, absorbance 480 nm, 0.01% Triton;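 note: potency is the fitted concentration of half-maximal effect; 0% = no-compound wells and -100% = no-enzyme wells; nearly all actives have a fitted effect of over 25% in size; some results filed as inactive show a strong effect at the top dose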
Target sequence (P00811 whole entry, looked up): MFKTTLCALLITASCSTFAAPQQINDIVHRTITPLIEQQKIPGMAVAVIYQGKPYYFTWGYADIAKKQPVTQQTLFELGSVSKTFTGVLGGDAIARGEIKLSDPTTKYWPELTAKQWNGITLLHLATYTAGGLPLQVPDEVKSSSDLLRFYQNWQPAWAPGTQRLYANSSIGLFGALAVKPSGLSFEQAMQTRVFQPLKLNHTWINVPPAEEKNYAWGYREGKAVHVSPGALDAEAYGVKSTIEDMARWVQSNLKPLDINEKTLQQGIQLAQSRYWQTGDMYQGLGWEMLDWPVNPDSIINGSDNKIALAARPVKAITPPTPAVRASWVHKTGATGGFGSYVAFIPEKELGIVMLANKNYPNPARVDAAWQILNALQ
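AmpC (5.3 nM in the dispensed reagent) in 20 mM phosphate pH 7.0 with 0.01% (detergent screen) or 0.0001% Triton X-100 was preincubated with compounds for 15 min at room temperature. Nitrocefin was then added from an 800 uM solution, and hydrolysis was followed at 480 nm.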
AmpC inh no detg = inhibitors of E. coli AmpC beta-lactamase without detergent | Potency, µM (highest dose often 57.1 µM), for the others: at the highest dose activity change, negative = inhibition, actives largely listed as inhibitors | 330,000 compounds, 0.52% hits | P00811 | AID 485341 | AmpC nitrocefin hydrolysis, absorbance 480 nm, 0.0001% Triton;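 note: potency is the fitted concentration of half-maximal effect; plate controls were no compound for no effect and no enzyme for full effect; nearly all actives have a fitted effect of over 20% in size; some results filed as inactive show a strong effect at the top dose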
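AmpC (5.3 nM in the dispensed reagent) in 20 mM phosphate pH 7.0 with 0.01% (detergent screen) or 0.0001% Triton X-100 was preincubated with compounds for 15 min at room temperature. Nitrocefin was then added from an 800 uM solution, and hydrolysis was followed at 480 nm.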
AMA1-RON2 inh = disrupts binding of P. falciparum AMA1 to RON2 | Potency, µM (doses to about 58.2 µM), inactives show top-dose activity change, negative = inhibition, actives largely listed as inhibitors | AID 720542 | AlphaScreen AMA1-biotinylated RON2 peptide binding | 360,000 compounds, 0.2% hits;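 note: potency is the fitted concentration of half-maximal effect; 0% = vehicle wells and -100% = peptide control; nearly all actives have a fitted effect of over 45% in size; some results filed as inactive show a strong effect at the top dose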
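AMA1 (3D7) with his tag at 25 nM final met compounds first, then biotinylated RON2 peptide at 25 nM; detection used donor plus acceptor beads, 10 µg/mL apiece, read by AlphaScreen after 30 min at room temperature.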
Sm TGR inh = inhibitors of Schistosoma mansoni thioredoxin glutathione reductase; 360,000 compounds, 3% hits; purified TGR, DTNB reduction, TNB absorbance 405 nm; Q962Y6; AID 485364; Potency, µM (top dose mostly 114 µM), for inactives: at the top dose activity change, negative = inhibition, actives largely listed as inhibitors; note: potency is the fitted concentration of half-maximal effect; nearly all actives have a fitted effect of over 60% in size
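TGR 20 nM + NADPH 100 uM (dispensed conc.), cpd preinc 15 min RT; start with NADPH (500 uM addition) then DTNB (15 mM addition). Kinetic TNB absorbance, 405 nm filter. Four-parameter Hill fit across titration.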
Active calls of the source: *; ? = inconclusive; / = not tested or not shown; & = joins results of further samples; [ ] = another dose, or the depositor's remark. Unless noted, calls come from the whole dose curve; as a rule, active = well fitted curve in the direction sought with a large enough effect; inconclusive = small, poorly fitted or top-dose-only effect, or another doubt; inactive = no such curve, though single readings can be large; an effect the other way counts as inactive or inconclusive. Unless noted, % is set by controls: 0 for no effect and ±100 for the full control effect.

compound,LmPK inh,Tb PYK inh,HCMV inh,AmpC inh detg,AmpC inh no detg,AMA1-RON2 inh,Sm TGR inh
Cc1cc(=O)c2cc(Cl)ccc2[nH]1,-9%,3%,-63*,1%,-4%,1%,1%
COCCNC(=O)C(c1ccc(C)o1)N(Cc1ccccc1)C(=O)Cn1nnc2ccccc21 (stereo not given),8%,5%,51,-9%,5%,0%,-14%
O=C(NC(=S)Nc1ccc(N2CCOCC2)c(Cl)c1)c1cncc(Br)c1,2%,-7%,-13,3%,-8%,23%,?
CCC(C)(C)NC(=O)C(c1cccnc1)N(C(=O)c1csnn1)c1ccccc1 (stereo not given),-6%,-11%,-1,-4%,14%,9%,12%[57.1 µM]
N#Cc1cn(CCOc2ccccc2F)c2ccccc12,0%,-3%,35,-7%,-35%,-1%,0%
Cc1cc(OCC(=O)O/N=C(\N)c2ccccc2)cc(C)c1Cl,3%,-1%,-5,3%,-17%,56%[activator],-20%
Cc1ccc(NC(=O)c2cc(Cl)nc3ccccc23)cc1,3%,/,-16,-10%,-11%,-4%,8%
O=C(CSCc1cnn(-c2ccccc2)c1-n1cccc1)NCCN1CCOCC1,14%,-4%,-30,-17%,50%,42%[activator],-22%
COc1ccc(Br)cc1S(=O)(=O)N(CC(=O)N1CCN(C)CC1)c1ccccc1,-1%,-4%,-20,?,142%[activator],-12%,2%
COc1ccc(N2CCN(C3CCCN(S(=O)(=O)c4ccc(C)cc4C)C3)CC2)cc1 (stereo not given),-9%,-6%,-73*,2%,7%,-7%,20%
Cc1ccc(/C=N/n2c(-c3ccco3)n[nH]c2=S)s1,-3%,?,28,4%,-17%,-8%[2.32 µM],-21%
Cc1ccc(CSCC2Nc3ccc(C(=O)N4CCN(c5ccc(F)cc5)CC4)cc3NC2=O)cc1 (stereo not given),23%,-26%,/,-12%,-12%,21%,-35%
Cc1cc(=O)cc(C)n1-c1ccc(F)cc1F,3%,0%,0,-12%,2%[11.4 µM],5%,8%
COc1cc(/C=C2\CC/C(=C\c3cc(OC)c(OC)c(OC)c3)C2=O)cc(OC)c1OC,1%,2%,-6,4%,-30%,-12%,-16%
Cc1cccc(COc2ncnc3nc[nH]c23)c1,-6%,2%,4,-12%,-15%,132%[activator],6%
CCN(CC)c1ccc(SS(=O)(=O)O)cc1,6%&4%,?,-37&40,?,-21%&-26%,-14%&-7%,10%&10%
Cc1cc(C)n(Cc2ccc(Cl)cc2Cl)c(=O)c1S(=O)(=O)c1ccccc1,0%,3%,-11,4%,0.16µM*,11%,10%
CC1(C)O[C@@H]2C[C@H]3[C@@H]4CCC5=CC(=O)C=C[C@]5(C)[C@@]4(F)[C@@H](O)C[C@]3(C)[C@]2(C(=O)CO)O1,7%,1%,37,?,-1%,-7%,-13%
CSCCC(NS(=O)(=O)c1ccccc1F)C(=O)N1CCCCCCC1 (stereo not given),-2%,-3%,44,7%,30%,2%,6%
CC(C)(O)C#Cc1ccc(C(=O)NC2CCCCC2)s1,-6%,1%,12,12%,-14%,5%,/
Cc1cc(=O)[nH]c(COc2ccccc2)n1,-9%,-5%,29,-1%,-8%,-4%,7%
COc1ccc(S(=O)(=O)NNC(=O)C2COc3ccccc3O2)cc1[N+](=O)[O-] (stereo not given),/,-10%,2,-5%,-13%,50%[activator],0%
Cc1nnc(SC/C=C/c2ccccc2)n(N)c1=O,8%,-3%,-35,?,15%,1%,-3%
O=NN(CCCl)C(=O)NCC1=C[N+](=O)CC=C1,/,4%,10,/,/,7%,/
Cc1ccc(N2CC(NC(=O)Cc3ccc(F)cc3)CC2=O)cc1 (stereo not given),/,1%,-8,2%,/,/,1%
CC(C)C(=O)Nc1ccc2c(c1)nc(CCN1CCCCC1)n2C,3%,2%,-25,-1%,-8%,0%,-10%
COc1cc(C)nc(N(Cc2ccccc2)S(=O)(=O)c2ccc(C)cc2)n1,2%,0%,?,?,-1%,0%,6%
CCOC(=O)N1CCN(CC(=O)Nc2sc(CC)cc2C(=O)c2ccc(OC)cc2)CC1,1%,-2%,8,-10%,118%[activator],-5%,-8%
c1ccc(Cn2nnc3c(N4CCc5ccccc54)ncnc32)cc1,2%,4%,64,-13%,-10%,-2%,2%
CC(C)(C)OC(=O)N[C@@H](C(=O)OC(C)(C)C)c1ccc2c(c1)OCO2,/,-6%,0,-6%,-1%,-1%,-17%
Cc1ccc(C(C)C)c(OCC(=O)NN=C2CCCC(=O)C2)c1,/,3%,-28,/,-7%,65%[activator],/
CCc1ccccc1NC(=O)C(=O)NCC(c1cccnc1)N1CCc2ccccc21 (stereo not given),/,-5%,-8,11%,/,/,-5%
CC(Sc1ccc(S(=O)(=O)N2CCCCCC2)cn1)C(N)=O (stereo not given),/,-5%,-29,-7%,-15%,-14%,0%
Cc1ccc(CNC(=O)C2CCCN(S(=O)(=O)c3cccnc3)C2)cc1 (stereo not given),-3%,2%,-9,1%,-3%,6%,0%
CCOC(=O)c1c(C)c(C(=O)NCc2ccccn2)c(C)n1C,0%,2%,41,5%,16%,26%,-6%
CCOC(=O)C(NC(=O)CC)(Nc1sc(C)c(CC)c1C#N)C(F)(F)F (stereo not given),1%,1%,?,-14%,30%,9%,50µM*

3 entries already listed, sorted by number of heavy atoms, rising.
compound,LmPK inh,Tb PYK inh,HCMV inh,AmpC inh detg,AmpC inh no detg,AMA1-RON2 inh,Sm TGR inh
CC(Sc1ccc(S(=O)(=O)N2CCCCCC2)cn1)C(N)=O (stereo not given),/,-5%,-29,-7%,-15%,-14%,0%
Cc1ccc(N2CC(NC(=O)Cc3ccc(F)cc3)CC2=O)cc1 (stereo not given),/,1%,-8,2%,/,/,1%
CCOC(=O)N1CCN(CC(=O)Nc2sc(CC)cc2C(=O)c2ccc(OC)cc2)CC1,1%,-2%,8,-10%,118%[activator],-5%,-8%

More compounds
compound,LmPK inh,Tb PYK inh,HCMV inh,AmpC inh detg,AmpC inh no detg,AMA1-RON2 inh,Sm TGR inh
COc1ccccc1N1CCN(S(=O)(=O)c2ccc3c(c2)n(C)c(=O)n3C)CC1,-2%,3%,12,4%,189%[activator],8%,0%
CCCCN(CCCC)c1cc(C)nc(-c2ccccc2O)n1,-3%,6%,-39,4%,-6%,33%[activator],10%
CCN(C(=O)Cn1cnc2c(nc3n2CCCCC3)c1=O)c1cccc(Cl)c1,-3%,3%,11,5%,2%,-8%,12%
O=C(c1ccco1)N1CCN(S(=O)(=O)c2ccc(Br)s2)CC1,3%,-27%,?,-11%,-18%,5%,11µM*
Cc1ccc(-n2nc3c(=O)n(CCCC(=O)N4CCCCC4)nc(C)c3c2C)cc1,-3%,1%,7,3%,34%,-3%,-22%
Cn1cnnc1SCC(=O)NC1CCCCC1,0%,-15%,74,0%,-20%,-16%,?
COCCNCCOCCOc1cccc(OC)c1,-2%,-1%,10,-2%,-7%,3%,?
O=C(CCNS(=O)(=O)c1cccs1)Nc1ccccc1F,2%,1%,31,1%,-23%,-4%,-20%
CC(=O)N1CCc2cc(Br)cc(S(=O)(=O)NCCc3ccc(Cl)cc3)c21,/,0%,3,6%,/,/,2%
CCOC(=O)c1sc(=NC(=O)c2ccco2)n(C)c1C,-9%,-1%,33,-5%,-14%,6%,-13%
CNC[C@H](O)c1ccc(O)c(O)c1,-6%,-1%&-7%,22,-1%,-26%,?,14µM*
COc1ccc(C(CNC(=O)c2cccc(S(=O)(=O)Nc3ccc(F)cc3)c2)N(C)C)cc1 (stereo not given),/,-3%,-17,-10%,4%,14%,-11%
CCCC(=O)N1CCC1(C)C(=O)Nc1ccc2nccnc2c1 (stereo not given),/,-3%,6,/,/,5%,/
Cc1cc(C)n2[nH]c(=O)c(N=Nc3ccccc3)c2n1,-2%,-7%,7,-2%,-12%,55%[activator],-4%
COC(=O)C1=C(C)NC(C)=C(C(=O)OC)C1c1cn(-c2ccccc2)nc1-c1ccco1,-6%,-5%,79,-8%,44%,-29%,-15%
O=C(NCc1cc(Br)cc(Br)c1OC(=O)c1ccccc1[N+](=O)[O-])c1ccccc1,-3%,-2%,-1,7%,-32%,-12%,-2%
CCOC(=O)NC(=S)Nc1c(C)n(C)n(-c2ccccc2)c1=O,-1%,2%,0,1%,-4%[2.29 µM],0%,1%
COc1cc(C(=O)NCc2cc3cc(Cl)ccc3n2C)cc(OC)c1OC,-1%,1%,108,-2%,36%,-7%,-3%
COC(=O)c1[nH]c2c(c1C(=O)OC)CCc1ccccc1-2,-1%,2%,54,2%,-9%,-9%,-33%
CCc1ccc(-n2c(=O)c3c(C)c(C(=O)N(C)C)sc3n(Cc3ccccc3F)c2=O)cc1,/,8%,72,10%,/,/,0%
CCOC(=O)[C@]12CCCC=C1N(Cc1cccc3ccccc13)C(=O)[C@H](CC(=O)NCc1cccc(C(F)(F)F)c1)C2,/,4%,1,/,/,-2%,/
N#Cc1c(Nc2ccccc2)c(C=NCCN2CCOCC2)c[nH]c1=O,1%,-1%,3,-14%,-14%,10%,-11%
CCOc1ccc(NC(=O)c2ccc(C#CC(C)(C)O)cc2)cc1,-4%,-1%,-9,-5%,-8%,-9%,3%
O=C1CC(NS(=O)(=O)c2ccc([N+](=O)[O-])cc2)CN1c1ccc2c(c1)OCCO2 (stereo not given),/,0%,-29,?,-28%,-7%,-3%
CC(C)COc1ccc(C(=O)NCC2(N3CCN(C)CC3)CCCCC2)cc1,/,-3%,0,14%,/,/,-2%
Cn1c(N)c(C(=O)COC(=O)c2ccc(S(=O)(=O)N3CCCCC3)cc2)c(=O)n(C)c1=O,-1%,/,/,?,-1%,/,-1%
CCCCN1C(=O)/C(=C/C=C2\Oc3ccccc3N2CC)SC1=S,1%,-8%,-38,3%,-17%,-2%,-7%
COc1cc(CN(C(=O)c2ccc(C)cc2)c2ccccn2)cc(OC)c1OC,/,-7%,-20,14%,/,/,1%
O=C(Nc1cc(Cl)cc(Cl)c1)c1ccc(F)c(S(=O)(=O)N2CCCC2)c1,/,-4%,-23,-1%,/,/,9%
CCCCCSc1nc2c(c(=O)[nH]c(=O)n2C)n1CC,/,-8%,21,/,/,0%,/
